# High-throughput results (PubChem)
# NS3 helicase inh – HCV NS3 helicase inhibition; NS3 helicase DNA unwinding, Cy5 molecular beacon fluorescence; inhibition, % at 10.9 µM; 0.56% of 290,000 active;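 active = inhibition above the mean of all tested compounds plus 3 SD, set per campaign, cut at about 35% in these data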;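 also: 0% = DMSO wells and 100% = thioflavine S control wells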
#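 System: Hepatitis C virus NS3 helicase domain fragment enzyme | Reagent: Annealed dual-labelled DNA beacon duplex, ATP-started | Compound dosing: 10.9 µM single point, 0.8% DMSO | Incubation: 1 h reaction at 25 °C, ATP-initiated | Technique: Cy5 fluorescence | Evaluation: Percent inhibition from t60/t0 fluorescence ratio | Benchmarks: Low DMSO, high thioflavine S at 110 µM | Replication: Singlicate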
# V1R ag counter – counter-screen for oxytocin receptor agonists: human V1a receptor agonists; AID 2797; P37288; CHO-V1R cells, Fluo-8 calcium fluorescence, agonist mode; 0% DMSO, 100% 3 nM vasopressin; 0.25% of 320,000 active; activation, % at 3 µM;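 active = activation above the mean activation of all tested compounds plus 3 SD, per screening run, cut at about 20% in these data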;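 also: signal is peak over basal fluorescence ratio across a 100 second FLIPR read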
# GPR7 antagonist – blocks human GPR7 receptor signaling. GPR7-expressing cells, fluorescence antagonist assay. inhibition, % at 4.4 µM. 1.1% of 290,000 active. AID 1861; in the data active = inhibition above about 16%, passing the limit was not always enough;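 also: cells stimulated with the agonist NPW; 0% = agonist with vehicle and 100% = vehicle without agonist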
# GalR3 antagonist – human GalR3 antagonism. O60755. HEK293 GalR3-CNG cAMP membrane potential fluorescence; galR3 body fused to GalR1 C-terminus. inhibition, % at 3 µM. 0.44% of 360,000 active;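 active = inhibition above the screen-wide average plus 3 SD, cut at about 13% in these data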;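 also: forskolin and galanin both at EC90 stimulate the cells; cAMP rise reported by CNG channel membrane potential dye signal; 0% = forskolin plus galanin with DMSO and 100% = forskolin alone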
# Target sequence (O60755 1-299 limits assumed): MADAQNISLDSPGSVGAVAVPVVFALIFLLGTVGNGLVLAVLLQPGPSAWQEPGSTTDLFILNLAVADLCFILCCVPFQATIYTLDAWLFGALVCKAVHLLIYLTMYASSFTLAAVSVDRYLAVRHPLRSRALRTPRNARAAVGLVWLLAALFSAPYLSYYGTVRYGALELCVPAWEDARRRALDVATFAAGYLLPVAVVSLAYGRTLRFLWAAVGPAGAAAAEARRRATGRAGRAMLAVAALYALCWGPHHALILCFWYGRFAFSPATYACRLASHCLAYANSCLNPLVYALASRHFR
# OXTR agonist – human OXTR agonism; P30559; CHO-OTR cells, Fluo-8 calcium fluorescence; normalized: DMSO 0%, oxytocin 100%; activation, % at 3 µM; 0.32% of 320,000 active; AID 2435;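 active = activation above the mean of all tested compounds plus 3 SD, cutoff set per screening run, cut at about 20% in these data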;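 also: peak over basal fluorescence ratio from a 100 s FLIPR kinetic read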
# Target sequence (P30559 whole entry, looked up): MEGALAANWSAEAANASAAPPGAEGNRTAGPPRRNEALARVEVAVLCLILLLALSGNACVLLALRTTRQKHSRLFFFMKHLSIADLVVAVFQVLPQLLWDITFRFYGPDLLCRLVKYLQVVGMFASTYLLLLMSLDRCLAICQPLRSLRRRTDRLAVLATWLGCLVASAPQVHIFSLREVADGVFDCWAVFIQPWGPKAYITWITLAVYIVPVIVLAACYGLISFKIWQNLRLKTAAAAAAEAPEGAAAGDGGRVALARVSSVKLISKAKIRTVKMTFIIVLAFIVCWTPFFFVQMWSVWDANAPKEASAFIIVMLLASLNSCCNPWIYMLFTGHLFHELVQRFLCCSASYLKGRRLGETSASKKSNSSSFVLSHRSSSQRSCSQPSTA
# PHOSPHO1 block – inhibitors of human PHOSPHO1 phosphatase. 1.1% of 290,000 active. AID 1565. recombinant PHOSPHO1, absorbance phosphatase assay. inhibition, % at 13.3 µM. Q8TCT1; in the data active = inhibition above about 60%
# Target sequence (Q8TCT1 whole entry, looked up): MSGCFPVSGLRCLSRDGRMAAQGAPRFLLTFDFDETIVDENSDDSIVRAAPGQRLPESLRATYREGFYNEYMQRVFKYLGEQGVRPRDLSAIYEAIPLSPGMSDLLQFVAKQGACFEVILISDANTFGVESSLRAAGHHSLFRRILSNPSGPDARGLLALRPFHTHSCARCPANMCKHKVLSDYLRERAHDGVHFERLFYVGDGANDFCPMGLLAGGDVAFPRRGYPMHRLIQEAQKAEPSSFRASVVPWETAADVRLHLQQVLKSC
# FID counter – fluorescent intercalator displacement, NS3 helicase counter-screen; DNA fluorescent intercalator displacement, fluorescence; inhibition, % at 7.9 µM; 0.17% of 290,000 active; in the data active = inhibition above about 37%;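 also: 0% = vehicle and 100% = reference compound; higher means more ethidium bromide displaced from hairpin DNA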
# IMP-1 inh – inhibitors of Pseudomonas aeruginosa IMP-1 metallo-beta-lactamase. inhibition, % at 5.6 µM. purified IMP-1, nitrocefin hydrolysis, epi-absorbance fluorescence. 0.45% of 290,000 active;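 active = inhibition above the mean plus 3 SD of all compounds in the same screening run, cut at about 4.5% in these data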;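 also: 0% = IMP-1 with DMSO and 100% = DMSO wells lacking enzyme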
#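 Assay system: purified recombinant IMP-1 beta-lactamase. Input: IMP-1 0.2 nM before substrate addition. Buffer or medium: Zinc- and detergent-supplemented HEPES buffer, pH 7.1. Schedule: 25 °C, 15 min preincubation, 25 min reaction. Signal: Epi-absorbance fluorescence, 480 nm excitation, 530 nm emission. Evaluation: percent inhibition from optical density relative to buffer-blank wells.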
# VIM-2 inhibitor – blocks Pseudomonas aeruginosa VIM-2 metallo-beta-lactamase; inhibition, % at 5.6 µM; AID 1527; purified VIM-2, nitrocefin hydrolysis, epi-absorbance fluorescence; 0.89% of 290,000 active;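 active = inhibition above the mean of all tested compounds plus 3 SD, cutoff set per screening run, cut at about 7.5% in these data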;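 also: red hydrolysis product quenches plate fluorescence so inhibitors raise well fluorescence; 0% = enzyme with DMSO and 100% = DMSO without enzyme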
# * = called active by the depositor; nt = no result given. Rows were taken by chance; about 4.3% have a hit in one of these screens.
# Results follow in this order: GPR7 antagonist	PHOSPHO1 block	OXTR agonist	VIM-2 inhibitor	IMP-1 inh	V1R ag counter	NS3 helicase inh	GalR3 antagonist	FID counter
c1cncc(Nc2c3ccccc3nc3ccccc23)c1
 : -18	nt	2.3	10*	-1.4	4.4	4	-11	37*
CCC(=O)c1ccc(OCC(O)CN2CCN(C(c3ccccc3)c3ccccc3)CC2)cc1 (stereo unspecified)
 : -14	28	-1.0	-3.3	-1.8	1.3	-58	-8	3
CC(C)N(C)CCOC(=O)c1ccccc1Cl
 : 1	-10	1.8	-0.5	-1.2	1.0	-14	-2	-4
COc1ccc(CN(Cc2nc3ccccc3c(=O)[nH]2)C(=O)c2ccco2)cc1
 : -4	-6	0.9	-2.3	-3.0	5.3	14	-7	-27
O=C(CCc1ccccc1)Nc1cc(Cl)ccc1O
 : -9	6	2.8	-4.8	-0.9	2.9	6	-3	0
CCc1ccc(NC(=O)c2n[nH]c(=O)c3ccccc23)cc1
 : -8	27	0.0	-3.1	-1.4	0.3	-5	15*	3
CCc1ccccc1NC(=O)c1cnc2n(c1=O)CCS2
 : -17	-3	-1.7	-3.1	-3.9	0.7	1	-1	-3
O=C(CSc1ccc(F)cc1)Nc1ccc(Br)cc1
 : -3	-1	0.1	1.1	0.4	2.2	0	1	1
O=C(Nc1ccc(N2CCOCC2)cc1)C1CCN(S(=O)(=O)c2ccc3c(c2)OCCO3)CC1
 : 0	47	2.0	-0.1	-1.3	0.3	-2	-4	-1
COc1ccc(OCC(=O)N2CCC(n3nccc3NC(=O)C3CC3)CC2)cc1
 : 1	40	-0.1	-0.8	-0.7	0.7	8	-7	-11

# Next section (2 carried over from the part before).
# Results follow in this order: GPR7 antagonist	PHOSPHO1 block	OXTR agonist	VIM-2 inhibitor	IMP-1 inh	V1R ag counter	NS3 helicase inh	GalR3 antagonist	FID counter
O=C(Nc1ccc(N2CCOCC2)cc1)C1CCN(S(=O)(=O)c2ccc3c(c2)OCCO3)CC1
 : 0	47	2.0	-0.1	-1.3	0.3	-2	-4	-1
COc1ccc(OCC(=O)N2CCC(n3nccc3NC(=O)C3CC3)CC2)cc1
 : 1	40	-0.1	-0.8	-0.7	0.7	8	-7	-11
CCC(C)(C)n1nnnc1C(c1ccccc1)N1CCN(C2CCCC2)CC1 (stereo unspecified)
 : 11	8	-0.1	-2.2	-1.3	0.8	-1	-6	2
O=C(O)CSc1nnc(-c2ccc(Cl)cc2Cl)n1-c1ccccc1
 : 0	-1	-0.4	1.4	-1.8	3.1	-1	-10	-32
COc1cc(C=O)ccc1Oc1nnnn1-c1ccc(C(N)=O)cc1
 : -6	2	1.8	-3.5	-3.0	0.7	4	-4	3
NC(=O)COC(=O)c1cc(=O)[nH]c2ccc(S(=O)(=O)Nc3ccc(F)cc3)cc12
 : 1	16	0.0	-1.6	-3.8	0.4	18	-8	2
CC(/C=C/c1ccc(N(C)C)cc1)=N\N=C(/N)SC1CC(=O)N(c2ccc(C(=O)O)cc2)C1=O (stereo unspecified)
 : -3	-11	0.4	-2.8	-3.5	1.2	13	-10	-8
CCN(CC)CCCN(C)C(=O)Cn1nc(Cc2ccncc2)c2ccccc2c1=O
 : -6	20	0.3	-1.7	-2.9	-0.1	2	-9	-3
O=C(/C=C/c1cccnc1)c1cccc(O)c1
 : -3	40	0.6	-2.3	-2.9	1.1	1	-5	5
CN(C)/C=N/c1nccc(-c2cccs2)n1
 : -10	34	0.6	0.5	-0.6	-0.7	-6	6	0
CCOC(=O)c1c(CN2CCN(C)CC2)n(C)c2cc(Br)c(OC)cc12
 : 19*	11	1.7	7.3	-0.8	1.4	-57	-9	31
CN(Cc1nccn1C)C(=O)CC1C(=O)NCCN1Cc1cccc(Oc2ccccc2)c1 (stereo unspecified)
 : -24	50	-0.6	-2.5	-2.0	0.5	-11	-3	-4
CC1/C(=C\c2ccc(Cl)cc2)C(=O)C2CC1C2(C)C (stereo unspecified)
 : -8	6	-0.6	-0.8	0.3	-0.6	1	0	-5
Cc1cc(C(=O)NNc2ccc(C)c(C)c2)no1
 : -10	6	0.3	1.2	-0.5	1.1	1	1	-2
Cc1ccc(N2C(=O)c3ccccc3C2O)nc1 (stereo unspecified)
 : 3	5	-0.2	-0.7	-2.9	-0.3	9	nt	5
CCOC(=O)c1c(C)[nH]c(=S)c(C#N)c1-c1ccccc1
 : -9	8	0.0	-3.3	-3.4	0.5	20	2	-3
Cn1cc(CN2CCN(c3ccccc3)CC2)c2ccccc21
 : -2	15	3.2	-1.9	-2.7	2.3	-24	-8	4
O=C(CNC(=O)c1ccc2c(c1)OCO2)N/N=C(Br)/C=C/c1ccccc1
 : 18	-12	-0.2	0.6	1.1	1.7	9	1	-12
CCOCCn1c(=O)c2c(nc3n2CCCN3Cc2ccccc2)n(C)c1=O
 : 10	1	1.8	1.3	-3.1	-0.2	4	-11	-32
CC(=O)c1sc(C(=O)O)c(-c2ccco2)c1-c1ccco1
 : -20	39	-1.1	-0.8	1.7	1.2	52*	0	-7
CN(C)c1ccc(CNn2cnnc2SCc2ccc(F)cc2)cc1
 : -1	-7	3.1	0.7	-2.1	3.3	1	-7	-37
COc1ccc(C(=O)Nc2ccncc2)cc1[N+](=O)[O-]
 : -12	-12	nt	-2.0	-3.1	nt	-6	-4	1
C/C=C/c1ccc(OCCSc2nc(C)cc(=O)[nH]2)c(OC)c1
 : -3	-33	-0.6	-2.2	-2.3	0.1	1	-5	-26
C=C(C)CNC(=S)Nc1nc2c(cc1C(=O)OCC)CCCC2
 : -11	0	nt	-2.9	-1.7	nt	6	-2	-6
Cc1ccc(C)c(N2CCN(C(=O)CNS(=O)(=O)c3cccs3)CC2)c1
 : -12	6	2.3	-3.1	-2.4	2.7	-3	-11	-27
O=c1c2ccccc2ncn1Cc1ccc2c(c1)OCO2
 : 3	24	1.3	0.9	-0.7	1.5	-17	-2	-2
COc1cc(C(=O)Nc2ccc(O)cc2C(=O)O)ccc1OC(C)=O
 : -4	14	-1.1	-2.6	-4.9	-0.9	9	-6	-16
C=CCNC(=O)c1ccccc1NC(=O)c1ccc(Cl)c(S(=O)(=O)Nc2cccc(C)c2C)c1
 : -9	-12	-1.0	-2.1	-2.0	-0.3	3	-6	-8
COc1ccccc1NC(=O)Nc1ccc(Cc2ccncc2)cc1
 : -3	13	-1.0	-0.5	-0.9	-0.9	-14	-4	-6
CCCCN(C)CCCNC(=O)CS(=O)Cc1nc(-c2ccc(OC)c(OC)c2)oc1C (stereo unspecified)
 : -8	42	1.0	1.0	-2.8	-0.7	1	-4	2
CCOc1ccccc1NC(=O)CCS(=O)(=O)c1ccc(Br)cc1
 : -4	11	-1.0	-4.2	18*	-0.7	-6	-3	-26
O=C(NC1CC1)c1sc2ccccc2c1Cl
 : -14	31	-2.2	-0.8	-2.5	0.4	-3	-4	-7
CN1CCN(S(=O)(=O)Cc2ccccc2Cl)CC1
 : -11	32	0.3	-3.8	-2.6	0.0	10	-1	-1
CC(=O)N1CCN(C(=O)CCC(=O)O)CC1
 : -8	9	-0.6	-2.1	-1.0	0.8	3	2	-1
COc1cc(OC)cc(-c2nc3nc(C)c(CCC(=O)O)c(C)n3n2)c1
 : -12	-74	2.8	-2.3	-3.4	0.2	-3	-6	-4
O=C(Nc1ccsc1C(=O)N1CCCCCC1)c1ccccc1
 : -5	-1	-2.3	-6.2	-1.1	-1.9	1	-4	1
C/C(=N\NC(=O)c1nnn(-c2nonc2N)c1-c1cccs1)c1ccc(C)cc1
 : -16	49	13	-2.3	-2.1	20	-6	-3	-25
CC(=O)Nc1ccc(N2CCCC(C)C2)c([N+](=O)[O-])c1 (stereo unspecified)
 : -5	20	-0.9	-4.8	-3.5	0.5	-6	-3	-4
O=C(CCS(=O)(=O)c1ccccc1)Nc1nncs1
 : 2	6	0.5	-1.4	-4.8	0.6	-4	-9	-16
O=S(=O)(c1ccc(-c2ccon2)s1)N1CCN(c2ccccn2)CC1
 : 3	33	-1.7	-1.8	79*	1.8	2	0	-6
CC(C)C(OC(=O)CCCC(=O)Nc1nccs1)C(=O)NC1CCCCC1 (stereo unspecified)
 : -11	30	-0.7	-1.2	-2.9	-0.2	0	-7	-3
Clc1cccc(N=C2NN=C(c3ccc4c(c3)OCCO4)CS2)c1
 : -9	78*	-0.4	-0.3	-2.6	-0.4	-3	nt	0
Nc1ncnc(NCc2ccccc2)c1[N+](=O)[O-]
 : -10	-3	-0.3	-0.7	-0.6	0.8	6	-1	1
COc1ccc(N2CCN(C(=O)c3ccc(CS(=O)Cc4ccc(C)cc4)o3)CC2)cc1 (stereo unspecified)
 : -12	9	3.8	-5.1	-2.1	3.8	-2	2	-58
COc1ccc(CNc2ccc(N3CCOCC3)cc2)cc1
 : -8	-6	-0.6	0.9	-27	1.2	2	-7	-11
Cc1nnc(SCC(=O)NC2CC2)n1-c1ccccc1
 : 4	-27	-0.1	-1.4	-0.9	0.8	-3	3	-4
CCOC(=O)c1c(-c2ccc(C)cc2)csc1/N=C(\C)C1=C(O)c2ccccc2C1=O
 : -12	-3	-3.9	-2.1	-2.3	-1.7	-4	-1	-3
CCOC(=O)c1c(-c2cccs2)csc1NC(=O)CN1CC(C)OC(C)C1 (stereo unspecified)
 : -15	-6	-2.0	-3.6	-4.6	0.8	-4	-5	-18
CC(C)CNC(=O)NC(=O)COc1ccc(C=O)cc1
 : -4	-6	-0.5	-2.4	-3.1	0.8	-12	-2	-6
O=C(O)CN1C(=O)C2C3CC(C2C1=O)C1C(c2ccc(Cl)cc2)c2sc(=O)[nH]c2SC31 (stereo unspecified)
 : -1	9	0.3	0.6	1.2	0.7	8	-3	-23
CCn1c(SCC(=O)N/N=C/C=C\c2ccccc2[N+](=O)[O-])nnc1-c1ccccc1
 : -15	38	-1.8	-6.0	-2.3	-1.3	-5	1	-32
Cc1cc(Br)ccc1OCCCCN1CCCCC1
 : 2	23	2.7	-1.7	0.5	2.5	-16	-9	34

# Next section
# Results follow in this order: GPR7 antagonist	PHOSPHO1 block	OXTR agonist	VIM-2 inhibitor	IMP-1 inh	V1R ag counter	NS3 helicase inh	GalR3 antagonist	FID counter
C#CCCOC(=O)Nc1ccccc1
 : -4	25	0.2	-1.1	-1.8	1.2	-2	-9	-3
CC(NS(=O)(=O)c1ccc(Cl)c(Cl)c1)C(=O)OCC(=O)Nc1ccc2c(c1)OCO2 (stereo unspecified)
 : 8	48	2.9	-1.2	-2.0	3.2	2	-7	-11
COc1ccc(CN2CCN(Cc3ccccc3F)CC2)c(OC)c1
 : -4	11	-0.9	-1.0	-0.9	1.3	-6	-4	-1
COc1ccccc1C(=O)N1CCN(Cc2cccnc2)CC1
 : 8	23	0.3	3.5	0.9	1.1	3	-8	0
Cn1cccc1/C=C1\CC(C(C)(C)C)C/C(=C\c2cccn2C)C1=O (stereo unspecified)
 : -3	41	1.3	-2.5	-1.1	3.2	18	2	-36
COc1ccc(CCNC(=O)CN2C(=O)COc3ccc(S(=O)(=O)N4CCOCC4)cc32)c(OC)c1
 : -16	37	0.4	-2.1	-4.0	0.1	-3	3	-30
